KLF5 inh – suppresses KLF5 promoter-driven expression; DLD-1 KLF5 promoter-luciferase reporter, luminescence; inhibition, % at 5 µM; hit rate 0.23% among 290,000;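 active means inhibition above a per-plate limit of that plate's mean compound inhibition plus 3 SD, cut at about 60% in these data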;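 further: 0% = DMSO wells and 100% = LY294002 at 200 µM; higher means less KLF5 promoter-driven luciferase light; inactives centre near -14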
AI-2 QS modul – modulates the Vibrio harveyi AI-2 quorum sensing system | Vibrio harveyi JMH597 AI-2 luminescence/OD600 ratio, 9 h; hits give low values; strain lacks LuxN and CqsS sensors; 0 = neutral-control median | activity change, % at 7.5 µM | hit rate 0.4% among 300,000; in the data active means activity change below about -75%, passing the limit was not always enough;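 further: luminescence divided by OD600 gain over 9 h not by final OD600 alone; inactives centre near 13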
HSF-1 act – increases HSF-1 driven luciferase reporter signal. NIH3T3-HGL HSF-1 luciferase reporter, MG132, 8 h; 100% = twice DMSO control signal. activation, % at 9 µM. hit rate 1.7% among 300,000;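 active means mean replicate activation of at least 50% with a set share of replicates each reaching 50%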;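 further: 0% = median of the neutral control wells and 100% = twice that signal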
aSyn 5UTR inh – MLPCN primary screen, SNCA 5' untranslated region. alpha-synuclein 5'UTR reporter, inhibitor activity. inhibition, % (tested at 7.5 µM). hit rate 0.82% among 300,000. AID 1813; in the data active means inhibition above about 60%;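 further: H4 neuroglioblastoma cells stably carrying SNCA 5'UTR luciferase fusion; 0% = DMSO wells and 100% = positive control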
HSF1 inhib – HSF1 inhibition. NIH3T3-HGL HSE-luciferase, MG132-induced, luminescence 8 h; hits give low values. activity change, negative = inhibition, % at 7.5 µM (by protocol). hit rate 0.77% among 300,000. AID 2098;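 active means more than half of replicate wells show activity change below -50%, luminescence cut by over half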;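 further: luciferase reports HSF-1 transcriptional activity via heat shock element; 0% = median of DMSO wells and -100% = zero luminescence signal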
IEC-6 cytotox – IEC-6 cytotoxicity, counter-screen for KLF5 inhibitors; luminescence viability; inhibition, % at 5 µM; hit rate 0.78% among 290,000; in the data active means inhibition above about 22%;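 further: 0% = plate median of test compound wells and 100% = cytotoxic reference compound wells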
GSK3B inh – blocks human GSK3beta kinase activity; activity score (negative = inhibition), % at 10 µM; GST-GSK3beta kinase, ADP-Glo luminescence, 60 min; hits give low values; P49841; hit rate 0.038% among 300,000;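 active means more than half of replicate wells score below -50%, meaning over 50% inhibition versus plate controls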;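 further: 0% = median DMSO wells and -100% = median GW8510 positive control wells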
Target sequence (P49841 whole entry, looked up): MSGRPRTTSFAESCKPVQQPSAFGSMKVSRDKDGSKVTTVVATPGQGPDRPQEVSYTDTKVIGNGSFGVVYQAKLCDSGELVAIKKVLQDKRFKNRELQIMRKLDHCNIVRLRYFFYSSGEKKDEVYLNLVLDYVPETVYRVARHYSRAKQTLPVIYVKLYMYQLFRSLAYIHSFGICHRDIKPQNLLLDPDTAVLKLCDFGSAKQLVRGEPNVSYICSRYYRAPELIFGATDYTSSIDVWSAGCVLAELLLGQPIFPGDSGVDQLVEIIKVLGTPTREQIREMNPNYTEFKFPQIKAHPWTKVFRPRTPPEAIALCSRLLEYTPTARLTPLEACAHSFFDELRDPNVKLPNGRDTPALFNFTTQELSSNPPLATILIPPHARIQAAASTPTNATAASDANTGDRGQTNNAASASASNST
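Test system: GST-fused GSK3beta enzyme, cell-free | Quantity: 1.6 ng GST-GSK3beta enzyme per well | Reagent: 25 µM ATP with peptide substrate | Schedule: 60 min enzyme reaction, room temperature | Signal: Luminescent ADP-Glo measurement of ADP formed | Read-out basis: Score relative to plate controls | Control set: DMSO and 20 µM GW8510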
PolyA inhibitor – inhibitors of polyadenylation in S. cerevisiae | calls only at 12 µM | S. cerevisiae SKY197-pL101 polyadenylation reporter, beta-gal luminescence; efflux-impaired pdr1/pdr3 knockout yeast; score 100 = 6 SD above DMSO | AID 1875 | hit rate 0.02% among 300,000;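 active means lowest replicate activity score at least 50, where 100 means six control SD above control mean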;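 further: yeast exposed to compound for 9 h at 30 °C; higher score means more reporter readthrough which indicates perturbed polyadenylation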
HSP90 refold inh – inhibitors of HSP90 luciferase refolding in rabbit reticulocyte lysate. luciferase refolding luminescence, 3 h. inhibition, % at 5.6 µM. hit rate 0.91% among 290,000;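 active means inhibition above the screen-wide mean plus 3 SD, computed separately per campaign, cut at about 16% in these data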;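 further: 0% = DMSO wells and 100% = 60 µM geldanamycin wells; inhibitors lower the luminescence because luciferase stays unfolded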
GSK3A inh – blocks human GSK-3 alpha kinase. P49840. ADP-Glo luminescence, 60 min. inhibition, % at 10 µM. hit rate 0.1% among 320,000. AID 2650;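 in the data active means inhibition above about 50%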;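 further: GST-tagged GSK-3 alpha with peptide substrate and 25 µM ATP; 0% = DMSO neutral wells and 100% = GW8510 positive control wells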
Target sequence (P49840 whole entry, looked up): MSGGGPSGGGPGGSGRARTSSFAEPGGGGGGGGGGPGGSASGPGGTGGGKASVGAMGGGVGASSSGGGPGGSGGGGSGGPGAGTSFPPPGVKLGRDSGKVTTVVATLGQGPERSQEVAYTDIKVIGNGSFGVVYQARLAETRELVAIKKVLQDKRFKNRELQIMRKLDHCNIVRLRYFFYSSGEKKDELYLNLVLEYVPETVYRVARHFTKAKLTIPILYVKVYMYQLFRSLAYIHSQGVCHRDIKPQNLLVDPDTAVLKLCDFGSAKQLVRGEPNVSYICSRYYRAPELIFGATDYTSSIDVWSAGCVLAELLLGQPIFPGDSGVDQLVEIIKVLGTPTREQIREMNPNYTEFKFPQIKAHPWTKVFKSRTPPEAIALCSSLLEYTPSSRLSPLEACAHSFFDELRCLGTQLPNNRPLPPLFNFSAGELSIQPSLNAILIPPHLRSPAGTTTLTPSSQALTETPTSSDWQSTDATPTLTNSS
Active calls of the source: *; i = inactive; · = not tested or not shown. An excerpt (hit frequency here may not be typical).

SMILES	KLF5 inh	AI-2 QS modul	HSF-1 act	aSyn 5UTR inh	HSF1 inhib	IEC-6 cytotox	GSK3B inh	PolyA inhibitor	HSP90 refold inh	GSK3A inh
CC(C)OCCCn1c(=N)c(C(N)=S)cc2c(=O)n3ccccc3nc21	-8	3	17	9	9	-8	-1	i	0	5
O=C1NC(=Nc2ccc(F)cc2)CS1	-16	31	8	-5	-3	-1	-6	i	-3	5
Cc1ccc2c(CC(=O)OC(C)C(=O)NCc3ccc4c(c3)OCO4)coc2c1 (stereo unspecified)	-17	12	2	2	0	-9	-3	i	0	-2
COc1cccc(/C=N/Nc2nn3cnnc3c3ccccc23)c1	-17	19	-6	-62	5	5	-3	i	-3	1
O=c1[nH]c2ccccc2c2ccccc12	6	20	42	3	4	2	2	i	-3	2
C=CCOc1c(CNn2nnnc2N)cccc1OC	-30	13	4	-4	-7	-1	-4	i	5	-1
CCCCNC(=O)COCc1cc(-c2ccc3c(c2)OCO3)on1	-44	26	16	-27	6	2	2	i	0	-3
O=C(Nc1ccccc1C(F)(F)F)C1CCCC1	-19	6	6	11	-5	-1	1	i	-3	-3
O=C(CN1CCOCC1)N/N=C/c1cccc2ccccc12	-5	6	11	8	1	3	0	·	-5	-1
CC(=O)N1c2ccccc2Nc2ccccc21	-9	7	-3	7	1	4	0	i	2	0
CS(=O)(=O)N(CC(=O)NC1CC2CCC1C2)c1cccc(C(F)(F)F)c1 (stereo unspecified)	-27	0	16	-6	8	-6	2	i	-3	0
CC(=O)Nc1ccc(S(=O)(=O)NCc2nc(-c3ccccc3)no2)cc1	8	15	-4	5	-11	-6	1	i	3	2
C[C@@H]1O[C@@H](Oc2c(-c3cc(O)c(O)c(O)c3)oc3cc(O)cc(O)c3c2=O)[C@H](O)[C@H](O)[C@H]1O	-23	10	4	20	1	-11	-26	i	-3	2
CS(=O)(=O)N(CC(=O)NCc1ccc2c(c1)OCO2)c1ccccc1	-43	19	-1	10	3	5	1	i	4	0
O=C(CSc1ncn[nH]1)NCCc1ccccc1	-3	11	-1	-6	-7	5	-3	i	3	-1
COc1ccccc1CC(=O)Nc1ccc(S(=O)(=O)N2CCOCC2)cc1	-28	28	-17	1	1	3	4	i	-6	-1
COc1ccc(C(CNC(=O)c2sccc2C)N2CCOCC2)cc1 (stereo unspecified)	·	14	-12	-70	8	·	-7	i	·	-3
O=C(COc1ccc(Br)cc1Cl)NC(=O)Nc1ccc2c(c1)OCCO2	-22	18	6	-72	-5	1	3	i	2	-1
N#Cc1cn(Cc2ccccc2)c(=O)[nH]c1=O	-17	19	-8	-5	1	0	1	i	-2	-3
CCCCN(C)C/C(O)=C(\C#N)c1nc(-c2ccccc2)cs1	-10	10	0	-22	-2	-1	-1	i	-1	-1
CCOc1ccc(CC(=O)C2=C(N3CCOCC3)CC(C)(C)CC2=O)cc1OCC	-9	10	-13	3	-5	-1	3	i	-2	1
Cc1ccc(-c2nc(NC(=O)c3cc(C(C)(C)C)nn3C)sc2C)cc1Cl	-1	14	·	·	·	2	-3	i	0	0
N=C1/C(=C/c2ccc(OC(=O)c3ccco3)cc2)C(=O)N=C2SC=CN12	-13	21	17	-4	8	1	1	i	2	-5
Cc1ccccc1C(=O)Nc1cccc(NC(=O)c2ncn[nH]2)c1	-32	13	-25	-13	1	-3	-3	i	-2	0
CC(C)(C)c1cnnn1-c1ccc(NC(=O)c2ccc3c(c2)OCO3)cc1	-5	26	2	-86	6	0	0	i	0	2
COCC(=O)N(C)c1nnc(-c2ccc([N+](=O)[O-])cc2)s1	2	11	-14	-22	1	-2	4	i	3	-2
COc1ccc(/C(O)=C2/C(=O)C(=O)N(CCCN3CCOCC3)C2c2ccc(OC)cc2)cc1 (stereo unspecified)	-15	11	-15	1	0	-1	7	i	-4	-1
Cc1ccccc1CS(=O)(=O)Cc1ccc(C(=O)NCCCN2CCCC2=O)o1	-23	8	-7	7	-1	4	1	i	0	0
CC(C)CCNC(=O)CN(C(=O)Cn1nnc(-c2ccc(F)cc2)n1)C1CCCC1	-7	12	8	9	-1	-5	3	i	-1	-2
O=C(Nc1ccc2c(c1)C(=O)N(CC1CCCO1)C2=O)c1cccc(Br)c1 (stereo unspecified)	-7	0	33	-17	13	6	1	i	4	5
CCOc1ccc(OC(=O)c2cccnc2)cc1	-5	32	1	14	-3	3	0	i	-2	0
CN(C)Cc1cn(CCC(=O)O)c2ccccc12	-12	-6	2	-4	0	0	-1	i	-4	0
Cc1onc(-c2ccccc2)c1C(=O)N1CCN(c2ccccc2)CC1	5	24	-14	-3	2	4	0	·	-4	0
Cc1nn(-c2ccc(C(=O)O)cc2)c(C)c1Cl	1	45	15	5	-8	-8	1	i	3	0
CCOc1ccccc1N1CCN(C(=O)CNC(=O)c2ccccc2F)CC1	4	17	-1	0	-1	4	2	i	-1	0
CC(C)Oc1ccc(CCNC(=O)C2CCC(=O)N(C3CCCCCC3)C2)cc1 (stereo unspecified)	-23	21	-3	13	-1	0	-4	i	-4	0
Cc1nc(NCC2CC2)c2nnn(Cc3ccccc3)c2n1	-26	14	11	20	2	0	4	i	4	-1
COc1ccc(CCn2c(NCCCN3CCOCC3)nc3c2c(=O)[nH]c(=O)n3C)cc1	-23	35	28	-3	-8	-6	4	i	-2	0
CC(=O)c1c(C)nc(-c2cccc([N+](=O)[O-])c2)n1O	-18	31	9	-1	3	-8	-2	i	-2	-1
Cc1ccc(-c2c(C(=O)N/N=C/c3sccc3C)nnn2-c2nonc2N)cc1	0	10	-6	2	-1	6	-4	i	-2	3
O=C(Nc1cccc(Br)c1)c1ccc(OC2CSC2)cc1	-105	17	51*	-198	40	-2	-4	i	2	-1
CCOc1ccc(CCNC(=O)COC(=O)c2ccc(C)c([N+](=O)[O-])c2)cc1OCC	4	13	-6	5	-5	-10	1	i	-1	0
COc1cc2c(cc1O)[C@H](Cc1ccc(Oc3cc(C[C@@H]4NCCc5cc(OC)c(O)cc54)ccc3O)cc1)NCC2	-8	31	4	3	-3	2	3	i	3	-1
CCOc1cc2nc(-c3ccc(OC)c(OC)c3)nc(N3CCOCC3)c2cc1OC	-9	9	4	30	-5	4	1	i	4	6
Cc1ccc(N(C)S(=O)(=O)c2cccc(C(=O)Nc3nc4ccccc4[nH]3)c2)cc1	-33	23	-19	10	-13	2	2	i	3	-1
FC(F)Oc1ccc(NC(=S)NCc2nc3ccccc3[nH]2)cc1	-18	2	38	-10	19	-1	0	i	0	-1
Cc1cccc(N2C(S)=C(C#N)C(=O)NC23CCCCC3)c1	-20	34	-20	3	-17	-8	1	i	-2	0
Cc1cccc2cc(CN(C(=O)c3cnccn3)C3CCCCC3)c(Cl)nc12	-6	16	-1	33	6	-4	2	i	2	1
Cc1ccc(S(=O)(=O)N2CCCC2CO)cc1 (stereo unspecified)	9	14	14	11	3	2	-1	i	-1	-3
Cc1ccc(SCc2cc(=O)n3[nH]cnc3n2)cc1	-22	20	16	14	11	2	5	i	0	3

Reprinted from the part before: two entries, then new ones.
SMILES	KLF5 inh	AI-2 QS modul	HSF-1 act	aSyn 5UTR inh	HSF1 inhib	IEC-6 cytotox	GSK3B inh	PolyA inhibitor	HSP90 refold inh	GSK3A inh
Cc1ccc(S(=O)(=O)N2CCCC2CO)cc1 (stereo unspecified)	9	14	14	11	3	2	-1	i	-1	-3
Cc1ccc(SCc2cc(=O)n3[nH]cnc3n2)cc1	-22	20	16	14	11	2	5	i	0	3
COc1ccc(CCNC(=O)COc2cc(C)cc3oc(=O)cc(C)c23)cc1OC	-16	3	20	6	1	0	0	i	0	6
COC(=O)c1c(NC(=O)C2c3ccccc3Oc3ccccc32)sc(C)c1C	-24	4	-7	18	3	6	0	i	0	2
COc1ccc(S(=O)(=O)N2CCSC2c2ccc(OC)c(OC)c2)cc1 (stereo unspecified)	-6	17	-6	12	1	-4	7	i	-1	·
Cc1ccc(C2=CSC3=NS(=O)(=O)CCN23)cc1	-15	15	·	-5	·	11	2	i	-8	-6
NC(N)=N/N=C/c1ccc(Br)cc1	10	13	1	-8	-8	26*	6	i	-1	0
CCOC(=O)c1c(C)[nH]c(C)c1C(=O)CN1C(=O)NC(CC(C)C)C1=O (stereo unspecified)	-18	15	-43	19	-28	6	-27	i	8	1
O=[N+]([O-])c1ccc(-c2ccc(/C=N/Nc3nc(N4CCCC4)nc(N4CCCC4)n3)o2)cc1	-11	10	21	-13	0	-9	-3	i	0	-2
CC(C)[C@H](N)C(=O)NC[C@H](CC(=O)NC[C@H]1CC[C@H](C(=O)O)CC1)c1ccc(Cl)cc1	-15	22	3	6	-4	0	2	i	0	-1
S=c1[nH]c2cc(-c3ccccc3)ccc2o1	-24	55	-2	-23	-11	1	2	i	-2	-3
Cc1ccc(C)c(N(CC(=O)NCc2ccc3c(c2)OCO3)C(=O)CCC(=O)Nc2ccccn2)c1	36	14	18	-4	1	3	4	i	0	3
Cc1cc(C)c(-c2csc(NC(=O)c3n[nH]c(=O)c4ccccc34)n2)c(C)c1	-28	9	-12	18	-15	-2	3	i	-2	-2
O=[N+]([O-])c1ccc(C2=Nc3cc(Cl)ccc3OC2)cc1	-33	12	7	-149	22	5	3	i	3	-2
CNc1nccc(-c2ccc(F)cc2)c1C#N	7	4	-6	37	-8	4	-1	i	-1	2
O=C(O)Cc1ccc(-n2cccc2)cc1	-55	13	4	9	-3	-8	0	i	-2	2
O=C(CN1CCN(C(=O)c2ccccc2)CC1)Nc1ccccc1	4	·	-3	8	-4	8	·	i	-3	-1
Cc1ccc(-c2cc(=O)c3ccc(F)cc3[nH]2)cc1	10	5	12	-69	10	-6	1	i	3	-1
CC(C)c1ccc(NS(=O)(=O)c2cccc3cccnc23)cc1	-39	1	-7	-27	-2	-1	1	i	-2	-1
CCN(CC(=O)N1CCCC1)S(=O)(=O)c1ccccc1	-15	7	-11	-8	2	1	4	i	-4	-4
CCc1ccc(/C=N\n2cnnc2)cc1	-2	17	-5	-9	-1	7	-6	i	0	1
C/C(CC(=O)Nc1ccc2c(c1)OCCO2)=N\NC(=O)c1ccc([N+](=O)[O-])cc1Cl	-26	14	-25	21	-14	-4	0	i	1	9
COCCNc1nc(-c2cc(C)n(CCc3ccc(OC)cc3)c2C)cs1	-22	142	-21	-19	-8	2	-1	i	-1	-1
C/C(=N\NC(=O)c1ccc(NS(=O)(=O)c2cccs2)cc1)c1ccc(Cl)cc1	6	26	-5	1	-2	4	0	i	3	-1
Cc1cccc(C)c1NC(=S)N/N=C1\CC2CC=CC12 (stereo unspecified)	9	-15	-10	-17	-5	4	3	i	4	-2
FC(F)(F)c1cnc(N2CCN(C(=S)NCc3ccccc3)CC2)c(Cl)c1	-24	12	-2	-10	-2	2	5	i	-3	-2
Cc1cccc(NC(=O)Cn2c(=O)oc3ccccc32)c1	-5	14	1	-2	2	1	2	i	0	-1

Screens: PubChem BioAssay, several laboratories
